Compound activity: PubChem BioAssay, The Scripps Research Institute Molecular Screening Center
DDE Tn6 FP inh: DD(E)-Tn6 binding inhibition, primary FP screen | P02675 | Fibrin DD(E) TRITC-Tn6 fluorescence polarization displacement | inhibition, % at 8.3 µM | 0.21% of 370,000 active | AID 720509;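 active = inhibition above a per-campaign cutoff: mean of compounds within control limits plus 3 SD, cut at about 15% in these data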;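 also: 0% = median of all compound wells on the plate and 100% = blocking peptide control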
ADAM10 inh: inhibits human ADAM10. O14672. recombinant ADAM10, EDANS/DABCYL FRET peptide cleavage, 3 h. inhibition, % at 7 µM. 0.62% of 370,000 active;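 active = inhibition above a per-campaign cutoff equal to the mean of compounds falling between control-based bounds plus 3 SD, cut at about 20% in these data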;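 also: 0% = DMSO wells while the 100% control is not disclosed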
Target sequence (O14672 214-748 limits assumed): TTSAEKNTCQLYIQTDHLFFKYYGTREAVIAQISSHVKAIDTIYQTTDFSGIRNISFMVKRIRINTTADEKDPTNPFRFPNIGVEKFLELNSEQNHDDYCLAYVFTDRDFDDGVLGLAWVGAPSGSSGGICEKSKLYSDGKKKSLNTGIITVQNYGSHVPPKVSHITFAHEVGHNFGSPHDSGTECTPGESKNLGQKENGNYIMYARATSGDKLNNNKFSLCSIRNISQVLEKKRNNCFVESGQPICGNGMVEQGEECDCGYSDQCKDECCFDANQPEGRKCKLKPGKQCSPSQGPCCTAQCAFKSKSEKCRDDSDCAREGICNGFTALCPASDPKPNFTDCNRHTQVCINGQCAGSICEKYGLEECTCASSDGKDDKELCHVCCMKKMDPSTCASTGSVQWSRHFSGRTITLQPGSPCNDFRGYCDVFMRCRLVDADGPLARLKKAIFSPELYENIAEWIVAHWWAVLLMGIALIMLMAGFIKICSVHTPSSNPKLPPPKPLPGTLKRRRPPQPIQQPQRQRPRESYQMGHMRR
Tn7 DDE FP: inhibitors of Tn7 peptide binding to human fibrin DD(E) | P02675 | FP displacement of FITC-Tn7 peptide from fibrin DD(E); 0% = median of compound wells per plate | inhibition, % at 8.3 µM | 0.13% of 370,000 active;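 active = inhibition above the mean of compounds falling within the control limits plus 3 SD of them, cut at about 14% in these data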;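 also: 0% = plate median of compound wells and 100% = 10 µM Aha-Tn7 peptide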
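Assay system: human fibrin DD(E) protein / Input: 2 µM fibrin DD(E) / Benchmarks: high control of 10 µM Aha-Tn7 peptide / Measured by: fluorescence polarization of the labelled Tn7 tracer / Medium: Tris buffer with calcium and detergent, pH 7.8 / Timing: 10 min compound pre-incubation, 3 h probe incubation at room temperature / Repeats: one replicate per compound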
PLC-beta3 inh: inhibitors of human phospholipase C beta3; Q01970; Purified PLC-beta3, fluorogenic substrate, fluorescence; inhibition, % at 12.2 µM; 0.18% of 370,000 active; in the data active = inhibition above about 11%;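 also: 0% = median of compound wells on plate and 100% = full blocker control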
PLCg1 inh: PLC-gamma1 (human) inhibition, primary screen; AID 720700; inhibition, % at 12.2 µM; purified PLC-gamma1, fluorogenic substrate, fluorescence; P19174; 0.84% of 370,000 active; in the data active = inhibition above about 9.5%
ADAM17 inh: ADAM17 inhibition, QFRET primary screen; P78536; recombinant ADAM17, EDANS/DABCYL FRET peptide cleavage; inhibition, % at 6.95 µM; 0.83% of 370,000 active; AID 720648;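 active = inhibition above the mean of compounds lying between control limits plus 3 SD, set per campaign, cut at about 8.5% in these data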;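 also: 0% = DMSO-only wells as the low control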
ASAP1 GAP inh: blocks human ASAP1-stimulated Arf1 GTP hydrolysis. Q9ULH1. GDP FP detection. inhibition, % at 16.5 µM. 0.19% of 360,000 active; in the data active = inhibition above about 25%;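 also: 0% = vehicle with enzyme and substrate and 100% = no enzyme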
ARFGAP1 inh: inhibits rat ARF GTPase activating protein 1. 0.26% of 360,000 active. Q62848. AID 651572. inhibition, % at 16.5 µM. Arfgap1-stimulated ARF1 GTP hydrolysis, GDP FP detection;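 active = inhibition above a per-plate limit, mean inhibition of low control wells plus 3 SD, cut at about 25% in these data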;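 also: 0% = DMSO wells with enzyme and 100% = wells lacking Arfgap1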
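Replicates: Single well per compound | Assay system: Truncated rat Arfgap1 GAP domain | Control set: No-Arfgap1 wells (100%) versus DMSO full-reaction wells (0%) | Times: Enzyme reaction 120 min at 25 °C after 20 min preincubation | Reagent: Human ARF1(Δ1-17)-GTP substrate | Measured by: Tracer-displacement fluorescence polarization with EDTA stop, 620/688 nm | Measure: Percent inhibition of Arfgap1-stimulated GTP hydrolysis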
SIAE primary: blocks human sialic acid acetylesterase | SIAE FP-Rh probe binding, fluorescence polarization | inhibition, % at 9.66 µM | AID 1053197 | 0.69% of 370,000 active | Q9HAT2;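 active = inhibition above a cutoff: mean of compounds within the control limits plus 3 SD of those, cut at about 17% in these data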;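 also: 0% = plate median of compound wells and 100% = probe without SIAE protein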
Target sequence (Q9HAT2 whole entry, looked up): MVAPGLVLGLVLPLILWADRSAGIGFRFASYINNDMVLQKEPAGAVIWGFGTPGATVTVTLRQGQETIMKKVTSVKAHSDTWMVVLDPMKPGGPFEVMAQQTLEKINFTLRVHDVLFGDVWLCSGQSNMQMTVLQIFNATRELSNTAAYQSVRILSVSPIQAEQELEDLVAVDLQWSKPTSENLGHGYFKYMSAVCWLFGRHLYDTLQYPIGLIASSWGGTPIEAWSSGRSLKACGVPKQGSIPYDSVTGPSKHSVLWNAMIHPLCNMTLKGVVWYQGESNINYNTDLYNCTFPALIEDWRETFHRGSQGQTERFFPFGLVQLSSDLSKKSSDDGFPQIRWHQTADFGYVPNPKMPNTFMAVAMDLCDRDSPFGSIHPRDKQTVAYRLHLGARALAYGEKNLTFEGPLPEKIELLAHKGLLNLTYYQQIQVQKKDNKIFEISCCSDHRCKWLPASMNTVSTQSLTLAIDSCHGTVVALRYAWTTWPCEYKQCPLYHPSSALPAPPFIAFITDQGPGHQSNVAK
TDP2 absorb: TDP2 (human) inhibition, absorbance primary screen; O95551; recombinant TDP2, T5PNP hydrolysis, p-nitrophenol absorbance 415 nm; inhibition, % at 12.8 µM; 0.34% of 370,000 active;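 active = inhibition above the mean of all tested compounds plus 3 SD, set per campaign, cut at about 25% in these data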;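 also: 0% = DMSO with enzyme and 100% = buffer with substrate but no TDP2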
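Assay system: Recombinant human TDP2 | Quantity: 120 nM TDP2 per well | Incubation: 2 h at 37 °C | Signal: Epi absorbance | Evaluation: Percent inhibition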
* hit, by the source's call.

Values run as follows: Tn7 DDE FP, TDP2 absorb, ARFGAP1 inh, ASAP1 GAP inh, SIAE primary, ADAM17 inh, DDE Tn6 FP inh, PLC-beta3 inh, ADAM10 inh, PLCg1 inh
Cc1nn(Cc2ccc(C(=O)N3N=C(C(F)F)CC3(O)C(F)F)cc2)c(C)c1[N+](=O)[O-] (configuration not stated)
 : -5, -18, 5, 5, 0, 3, -2, -1, 17, 9
CCOc1ccc(C2C(C(=O)C3CC3)N3C=C(C#N)C=CC3C2(C#N)C#N)cc1 (configuration not stated)
 : 3, 2, -5, 4, -5, -22, 9, -162, -85, -135
CCCC/C(O)=C1\C(=O)CCCC1=NCCc1c(C)[nH]c2ccccc12
 : 3, -3, 10, 4, 6, 3, -2, -3, 8, 2
Cc1ccc(Nc2nc(NCCCN3CCOCC3)nc(N)c2[N+](=O)[O-])cc1C
 : -7, -19, 7, 7, -11, -7, -6, 4, -8, 6
CC(=O)N1CCc2cc(S(=O)(=O)C(C)CC(=O)NCc3ccco3)ccc21 (configuration not stated)
 : 5, 3, 4, -8, 0, -5, 11, -5, -5, -3
CCS(=O)(=O)Nc1ccc(C2=NN(C(=O)c3ccco3)C(c3ccc(Cl)o3)C2)cc1 (configuration not stated)
 : -2, -1, 14, -3, -7, -23, -6, -70, -48, -51
CC(=O)c1cccc(NC(=O)c2ccc(CN3CCc4ccccc4C3)cc2)c1
 : -3, 8, 15, 4, -5, -1, 2, -10, 6, 3
CS(=O)(=O)Cc1ccc(C(=O)NNC(=O)c2cc(-c3ccccc3)n[nH]2)cc1
 : 1, 3, -12, -7, 0, -4, 3, 2, -11, -2
CCn1c(=NC(=O)CSC(C)=O)sc2cc(F)ccc21
 : 6, 17, 4, -21, 2, -3, -3, -3, -2, 0
CCc1cccc(NC(=O)CN(C)S(=O)(=O)c2cccs2)c1
 : -11, -5, -3, 1, 2, 5, 4, 7, 7, 7
Cc1ccc(C(=O)CN2CCN(c3ccccn3)CC2)c(C)c1
 : 0, -9, -5, -8, 0, -9, -4, -23, -3, -15
Cc1[nH]c2c(C(=O)N3CCCC(CCC(=O)NCc4ccccc4F)C3)cccc2c1C (configuration not stated)
 : -1, 0, 1, 7, 5, -7, -2, -19, -13, -7
CCc1nnc(NS(=O)(=O)c2ccc(NC(=O)c3ccc(C#N)cc3)cc2)s1
 : -3, 7, 2, 5, -2, 0, -9, -3, 6, 0
COc1ccc(/C=C/C(=O)N2CCNC(=O)C2)c(OC)c1
 : -6, 10, 17, -6, -6, -5, -10, 3, -16, 0
C/C(=N\O)C(=O)NCCN(C)C
 : -4, -8, -2, 5, 4, 5, -5, 1, -9, 8

(more compounds)
Values run as follows: Tn7 DDE FP, TDP2 absorb, ARFGAP1 inh, ASAP1 GAP inh, SIAE primary, ADAM17 inh, DDE Tn6 FP inh, PLC-beta3 inh, ADAM10 inh, PLCg1 inh
NNC(=O)c1cc(-c2ccc(O)cc2)nc2ccc(Br)cc12
 : -2, 5, 5, -2, -76, 3, 7, -32, -2, -16
COc1ccc(NC(=O)c2cc(-c3ccc4c(c3)OCO4)on2)cc1OC
 : 2, -6, 12, 3, 6, -1, 1, 0, -2, 2
O=C(NC(=S)Nc1ccc(NC(=O)c2cccs2)cc1)c1ccc([N+](=O)[O-])cc1
 : -11, -1, 1, 6, 27*, -2, -6, 6, -8, 4
O=C(NC1CCCCC1)C1CCN(S(=O)(=O)c2cccc3cccnc23)CC1
 : -7, -7, -15, -1, -1, -1, 1, 3, 1, 3
CCOc1ccc(CC2S/C(=N/c3ccccn3)NC2=O)cc1 (configuration not stated)
 : -3, 2, -11, 3, 1, 2, 3, -1, 7, 11*
CCN1CCN(C(=S)Nc2ccc([N+](=O)[O-])cc2)CC1
 : 0, 0, 0, 6, 5, -2, 1, 3, -6, 1
C/C=C/c1ccc(OCCCCNCc2ccco2)c(OC)c1
 : 4, -8, 5, -2, -5, 3, -4, -1, 1, 3
O=C(NC1CCCC1)c1cc(-c2ccccc2)nc2ccccc12
 : -10, -15, 2, 15, -3, -1, -3, -4, -8, 5
Cc1cc(Br)ccc1OCc1nnc(-c2ccccc2)o1
 : 4, 3, 6, 11, -1, 0, -2, -8, 8, 1
CCOc1cc(NC(=O)C2CC2)c(OCC)cc1NC(=O)CCn1nnc2ccccc21
 : -4, 10, 14, 5, 3, 0, -2, 3, 6, 1
Cc1ccc(CS/C(Nc2ccccc2C)=C(\C#N)C(N)=O)c(C)c1
 : -3, -3, -7, 0, 1, 2, 8, -1, 2, 1
Cc1cc(Sc2nc(N)ncc2[N+](=O)[O-])ncn1
 : 4, 8, 5, 5, 8, -2, 1, 0, 1, 0
N#Cc1c(F)cccc1N1CCC(C#N)CC1
 : 1, -9, 2, -4, -2, -95, -1, -78, -221, -49
COC(=O)c1ccccc1NC(=O)NCc1ccccn1
 : -2, 6, -1, -15, -2, -4, 4, 0, -7, 0
COc1cc(OC)c(C2C(C(=O)Nc3ccccc3)=C(C)Nc3ncnn32)cc1OC (configuration not stated)
 : 0, -2, -10, 2, -4, 0, 5, -2, -10, 0

With a hit mark in PLCg1 inh, among the entries above:
Values run as follows: Tn7 DDE FP, TDP2 absorb, ARFGAP1 inh, ASAP1 GAP inh, SIAE primary, ADAM17 inh, DDE Tn6 FP inh, PLC-beta3 inh, ADAM10 inh, PLCg1 inh
CCOc1ccc(CC2S/C(=N/c3ccccn3)NC2=O)cc1 (configuration not stated)
 : -3, 2, -11, 3, 1, 2, 3, -1, 7, 11*

Carrying on.
Values run as follows: Tn7 DDE FP, TDP2 absorb, ARFGAP1 inh, ASAP1 GAP inh, SIAE primary, ADAM17 inh, DDE Tn6 FP inh, PLC-beta3 inh, ADAM10 inh, PLCg1 inh
Cc1nn(S(=O)(=O)c2ccc(C(C)C)cc2)c(C)c1S(=O)(=O)N1CCOCC1
 : 0, 7, 0, -10, -1, -4, -3, 0, 0, -1
COC(=O)c1cc(CSC(=N)N)ccc1OCCC(C)C
 : 3, -7, -7, 5, -4, 0, -7, -2, 8, 3
CCC(C)C(NC(=O)C1CCC(C)CC1)C(=O)NCCc1ccc(S(N)(=O)=O)cc1 (configuration not stated)
 : -3, -27, 10, -1, -5, 1, -2, -5, 10, 9
CCCCOC(=O)Nc1ccccc1C(N)=O
 : -7, -1, 10, 16, 7, 0, -1, -2, 0, 4
Cc1sc2nc(CSCC(=O)NC(C)(C)C)[nH]c(=O)c2c1C
 : 3, -3, 8, -3, -5, -6, 1, -20, -7, -10
CCOC(=O)c1ccc(NC(=O)CN2C(=O)C(=O)N(CC(C)C)C2=O)cc1
 : -1, -8, -3, 14, -4, 1, 7, 6, 0, 2
Cc1cccc(CCN2C(Nc3ccccc3)=NC[C@@H]2C)c1
 : 5, 7, 9, -14, -6, -4, 4, 2, 2, -1
Cc1ccc2nc(SCC(=O)N3CCN(C(=O)c4ccco4)CC3)[nH]c2c1
 : 6, 5, -4, -11, 5, -4, 10, -1, -7, 1
CC(C)c1ccc(N(CC(=O)NCCSCc2ccco2)S(C)(=O)=O)cc1
 : 1, 5, -17, 4, -3, 0, -4, 1, 0, -1
COc1ccc(N/C=C/C(=O)c2ccc(OC)c(OC)c2)cc1
 : -7, 17, -3, -10, 1, -2, -9, -36, -14, -20
COc1cccc(-c2cnc3c(NC=O)cc(-c4cc(C)c(O)c(C)c4)cn23)c1
 : -1, 2, 10, 17, 7, -5, -12, -44, -11, -34
CC1(C(=O)NS(=O)(=O)c2ccc(Br)cc2)CCN1C(=O)CCC1CCCC1 (configuration not stated)
 : -1, 7, 1, 2, -3, -4, 1, -10, 0, -3
COc1ccc(N=C2SCC(=O)N2C)cc1
 : -3, 7, -3, -14, 4, -6, -1, 0, -3, -1
Cc1cc2c(c(SCC(=O)Nc3ccc(C)c(C)c3)n1)C(=O)OC2
 : 5, -16, 1, -9, -12, -8, -6, -6, -8, 3
COc1ccc(C2=NN(CN3C(=O)C(=O)c4ccccc43)C(c3ccc(C)cc3)C2)cc1 (configuration not stated)
 : -1, -10, 6, 6, -3, -1, -2, -10, -9, -6
Cc1ccc(C)c(NC(=O)CN(C)C(=O)c2sccc2C)c1
 : 4, -4, -3, -5, 7, 2, -2, -1, -14, 1

An excerpt from the list above, for reference:
Values run as follows: Tn7 DDE FP, TDP2 absorb, ARFGAP1 inh, ASAP1 GAP inh, SIAE primary, ADAM17 inh, DDE Tn6 FP inh, PLC-beta3 inh, ADAM10 inh, PLCg1 inh
CCOC(=O)c1ccc(NC(=O)CN2C(=O)C(=O)N(CC(C)C)C2=O)cc1
 : -1, -8, -3, 14, -4, 1, 7, 6, 0, 2
Cc1cccc(CCN2C(Nc3ccccc3)=NC[C@@H]2C)c1
 : 5, 7, 9, -14, -6, -4, 4, 2, 2, -1
Cc1ccc2nc(SCC(=O)N3CCN(C(=O)c4ccco4)CC3)[nH]c2c1
 : 6, 5, -4, -11, 5, -4, 10, -1, -7, 1
CC(C)c1ccc(N(CC(=O)NCCSCc2ccco2)S(C)(=O)=O)cc1
 : 1, 5, -17, 4, -3, 0, -4, 1, 0, -1
COc1ccc(N/C=C/C(=O)c2ccc(OC)c(OC)c2)cc1
 : -7, 17, -3, -10, 1, -2, -9, -36, -14, -20
COc1cccc(-c2cnc3c(NC=O)cc(-c4cc(C)c(O)c(C)c4)cn23)c1
 : -1, 2, 10, 17, 7, -5, -12, -44, -11, -34
CC1(C(=O)NS(=O)(=O)c2ccc(Br)cc2)CCN1C(=O)CCC1CCCC1 (configuration not stated)
 : -1, 7, 1, 2, -3, -4, 1, -10, 0, -3
COc1ccc(N=C2SCC(=O)N2C)cc1
 : -3, 7, -3, -14, 4, -6, -1, 0, -3, -1
Cc1cc2c(c(SCC(=O)Nc3ccc(C)c(C)c3)n1)C(=O)OC2
 : 5, -16, 1, -9, -12, -8, -6, -6, -8, 3
COc1ccc(C2=NN(CN3C(=O)C(=O)c4ccccc43)C(c3ccc(C)cc3)C2)cc1 (configuration not stated)
 : -1, -10, 6, 6, -3, -1, -2, -10, -9, -6
Cc1ccc(C)c(NC(=O)CN(C)C(=O)c2sccc2C)c1
 : 4, -4, -3, -5, 7, 2, -2, -1, -14, 1
